# Screening results from PubChem BioAssay.
# NR1D1 modulator – Rev-erb alpha (human) modulation. P20393. AID 1259318. activity, % at 10 µM. Rev-erbα–FITC-DNA binding, fluorescence polarization, 90 min. actives 0.79% (n = 370,000);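 active means activity above about 14%, limit read from the data; passing the limit was not always enough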;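 further: 0% = DMSO wells with 35 nM protein and 100% = DMSO wells with 750 nM protein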
# DAX1 inh-1 – inhibitors of human orphan nuclear receptor DAX1 (NR0B1); HEK293 Gal4-DAX1 luciferase reporter, luminescence; inhibition, % at 6.75 µM; actives 0.99% (n = 340,000); AID 504766;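 active means inhibition above the mean over all tested compounds plus 3 SD, cut at about 4.2% in these data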;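 further: 0% = DAX1-transfected cells with DMSO and 100% = empty-vector control cells with DMSO; inhibition shows as a rise in luminescence from relieved DAX1 repression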
# Target sequence (P51843 207-470 limits assumed): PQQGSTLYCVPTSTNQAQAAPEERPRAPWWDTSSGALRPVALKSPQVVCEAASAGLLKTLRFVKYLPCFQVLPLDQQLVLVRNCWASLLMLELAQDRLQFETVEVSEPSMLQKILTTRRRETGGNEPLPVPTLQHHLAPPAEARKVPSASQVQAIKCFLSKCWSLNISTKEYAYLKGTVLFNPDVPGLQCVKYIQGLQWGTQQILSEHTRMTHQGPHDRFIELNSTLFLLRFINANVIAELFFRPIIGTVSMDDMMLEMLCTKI
# PLC-beta3 inh – blocks human PLC-beta3 enzyme activity; Q01970; Purified PLC-beta3, fluorogenic substrate, fluorescence; inhibition, % at 12.2 µM; actives 0.18% (n = 370,000); in the data active means inhibition above about 11%;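 further: 0% = median of compound wells on plate and 100% = full blocker control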
# FXN GAA850 act – activators of GAA850 frataxin (FXN) promoter; activation, % at 6 µM; HEK293 lucGAA850 FXN promoter luciferase reporter, 24 h; percent of 10 µM SAHA response; AID 540364; actives 0.56% (n = 360,000);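 active means activation above the average of all compounds screened plus 3 SD, cutoff fixed separately per campaign, cut at about 7.5% in these data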;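 further: 0% = DMSO wells and 100% = 10 µM SAHA wells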
# ssDAF12 agonist – activators of S. stercoralis DAF-12 nuclear receptor. actives 1% (n = 370,000). activation, % at 6.8 µM. HEK293 ssDAF-12/GRIP1 lit1-tk-luc reporter, luminescence; % of 3 µM dafachronic acid response. AID 652126;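 active means activation above the mean over all tested compounds plus 3 SD, cut at about 0.9% in these data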;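 further: 0% = DMSO-only wells and 100% = 3 µM delta7-dafachronic acid wells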
# SMARCA2 act – activators of SMARCA2 function; AID 652017; actives 1% (n = 370,000); MG213 cells, MMTV-luciferase reporter, dexamethasone, overnight; activation, % at 9.1 µM; in the data active means activation above about 7.8%;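 further: 0% = vehicle wells and 100% = reference activator wells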
# PG9 Ab binder – binds the HIV-1 gp120 antibody PG9. TR-FRET gp120-PG9 antibody binding. inhibition, % at 6.7 µM. actives 0.43% (n = 360,000). AID 624416; in the data active means inhibition above about 8.5%
# HGIII-sPLA2 inh – Inhibits HGIII-sPLA2 liposome hydrolysis, primary screen. actives 0.56% (n = 370,000). AID 743126. inhibition, % at 12.2 µM. Q9NZ20. QFRET BODIPY PC-A2 liposome hydrolysis, fluorescence;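 active means inhibition above mean plus 3 SD of compounds lying within the high and low control bounds, cut at about 19% in these data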;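 further: 0% = median of test compound wells and 100% = no enzyme DMSO wells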
# Target sequence (Q9NZ20 whole entry, looked up): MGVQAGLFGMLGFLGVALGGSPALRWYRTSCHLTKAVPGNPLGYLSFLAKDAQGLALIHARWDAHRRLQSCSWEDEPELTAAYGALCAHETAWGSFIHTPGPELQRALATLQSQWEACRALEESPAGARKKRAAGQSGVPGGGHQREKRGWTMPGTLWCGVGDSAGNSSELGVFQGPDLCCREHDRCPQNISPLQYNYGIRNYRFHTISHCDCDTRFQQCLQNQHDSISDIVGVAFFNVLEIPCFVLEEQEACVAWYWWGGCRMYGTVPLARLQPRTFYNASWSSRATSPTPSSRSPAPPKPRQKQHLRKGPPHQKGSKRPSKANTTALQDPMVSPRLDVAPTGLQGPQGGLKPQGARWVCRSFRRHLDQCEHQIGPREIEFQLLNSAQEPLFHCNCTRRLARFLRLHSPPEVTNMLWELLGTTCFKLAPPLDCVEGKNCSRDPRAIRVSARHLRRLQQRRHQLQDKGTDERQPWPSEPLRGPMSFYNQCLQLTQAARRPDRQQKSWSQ
# hcDAF-12 act – activators of H. contortus DAF-12 nuclear receptor; activation, % at 6.8 µM; HEK293 hcDAF-12 lit1-tk-luc reporter, luminescence; 0% DMSO, 100% Δ7-dafachronic acid; actives 1.4% (n = 370,000); AID 652067;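 active means activation above the mean of all tested compounds plus 3 SD, cut at about 5.5% in these data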;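 further: 100% = response to 3 µM Δ7-dafachronic acid high control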
# hgDAF12 agonist – activates the H. glycines DAF-12 receptor ligand-binding domain | AID 687014 | actives 1.8% (n = 370,000) | HEK293 GAL4-hgDAF12 UAS-luciferase reporter, agonist luminescence; normalized to butyrate control | activation, % at 6.8 µM;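 active means activation above a cutoff set at the mean of all screened compounds plus 3 SD, cut at about 10% in these data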;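 further: 0% = DMSO wells and 100% = sodium butyrate wells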
# DAX1 inh-2 – blocks DAX1 repression of SF-1 activated StAR promoter; HEK293T StAR-luciferase reporter, SF-1/DAX-1 repression relief; inhibition, % at 6.8 µM; actives 1.1% (n = 370,000); AID 652010;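 active means inhibition above the mean over all tested compounds plus 3 SD, cut at about 3.6% in these data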;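 further: 0% = DAX-1 cells with DMSO and 100% = cells lacking DAX-1 with DMSO; higher inhibition means more luminescence from relief of DAX-1 repression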
# An asterisk follows results filed as active; . = no result given.
SMILES,NR1D1 modulator,DAX1 inh-1,PLC-beta3 inh,FXN GAA850 act,ssDAF12 agonist,SMARCA2 act,PG9 Ab binder,HGIII-sPLA2 inh,hcDAF-12 act,hgDAF12 agonist,DAX1 inh-2
CCOC(=O)c1c(NC(=O)CN2CCC(C)CC2)sc(C)c1C,-1,0.5,-1,1.4,-1.6,-1,-2.7,6,1.3,-1.8,-0.2
O=C(CSc1nnnn1-c1ccc(Cl)c(C(=O)O)c1)NC(c1ccccc1)c1ccccc1,0,-0.6,-8,-0.3,-0.3,-2,-0.7,-6,0.5,3.0,0.1
CC(C)c1ccc(NC(=O)CSc2n[nH]c(=O)n2C2CC2)cc1,2,0.8,-5,2.7,-1.3,-2,1.5,1,-1.2,-1.3,-2.7
COc1ccc(C(=O)N2CCN(c3nc4cc(C)cc(C)c4cc3C#N)CC2)cc1,-8,1.4,-109,2.1,-1.5,1,-1.3,-22,-1.4,-0.8,-0.6
Cc1ccc(S(=O)(=O)NCC(=O)OCC(=O)N2C(C)CCCC2C)cc1 (stereo not given),5,-1.2,2,0.1,-1.4,-2,-2.0,-2,-0.3,0.6,0.8
COCCCNC(=O)Cn1cc(C(=O)C2CC2)c2ccccc21,1,1.0,0,-4.1,-0.8,-4,-0.1,6,-1.2,-0.3,0.0
CC1(C)CC(=O)C(C=Nc2ccccc2C(=O)O)=C(O)C1,-2,-0.4,-13,-3.9,-1.8,1,1.5,-3,2.6,3.0,0.1
CCC(=O)c1ccc(N2CCN(C(=O)c3ccccc3Br)CC2)c(F)c1,3,-0.4,-2,0.3,-2.0,-2,-1.5,-10,-1.5,-1.4,-1.2
O=C(CNC(=O)c1ccc(OC(F)F)cc1)NC1CCCc2ccccc21 (stereo not given),-1,-0.4,-3,-2.0,-1.3,-2,-0.2,-7,1.0,1.3,-0.6
Cc1cc(C)c(C)c(S(=O)(=O)N2CCN(CC(=O)NC(=O)NCc3ccccc3)CC2)c1C,0,0.4,1,0.6,-0.5,-1,-1.3,-7,-1.8,0.1,-0.4
CCc1ccc(-c2cc(C(F)(F)F)n3nc(C(=O)Nc4c(C)nn(Cc5ccccc5Cl)c4C)cc3n2)s1,72*,0.2,-54,-1.1,-1.2,2,-3.7,8,-1.2,2.9,-0.9
COc1ccc(C2C(C(=O)NCc3ccco3)c3ccccc3C(=O)N2C)cc1 (stereo not given),-1,0.1,-6,2.7,-1.9,0,0.1,4,-0.3,-4.9,-0.4
CCOC(=O)C1=C(C)Nc2ccccc2N/C1=N\S(=O)(=O)c1ccccc1,0,0.4,-3,-1.8,-1.0,2,-3.0,-13,-0.8,-2.2,0.7
O=C(N/N=C1\CC(c2ccccc2)Oc2ccccc21)c1ccccn1 (stereo not given),3,0.0,-8,2.8,-1.2,4,-2.0,-2,3.7,1.0,3.8*
C[C@@H](NC(=O)c1nc[nH]c1C(=O)N(C)Cc1ccccc1)c1ccccc1,-3,-0.5,1,-0.5,-0.9,1,-0.6,-4,-1.1,-1.9,-0.1
N#Cc1ccc2c(c1)NC(=O)C1CCCN21 (stereo not given),-2,-0.1,-45,1.0,-1.4,-2,-0.4,2,-2.2,-1.6,-0.4
CCCNC(=O)C(Cc1ccccc1)NC(=O)c1ccc(C(F)(F)F)cc1 (stereo not given),-1,1.6,6,1.1,-0.8,0,1.3,1,-1.3,-1.3,0.0
O=C(C1CCN(S(=O)(=O)c2cccc3cccnc23)CC1)N1CCn2c1nc1ccccc12,1,1.4,-1,-1.2,-1.6,-2,-3.0,16,-0.8,0.0,-0.8
CCOC(=O)c1csc(NC(=O)C2CCCN(S(=O)(=O)c3ccccc3[N+](=O)[O-])C2)n1 (stereo not given),-3,.,1,.,-2.2,-4,.,-11,-2.6,-3.6,-2.1
Cc1ccc(-c2nc3cnccn3c2Nc2c(C)cccc2C)o1,-5,0.8,-118,1.2,-2.2,-4,0.6,6,-1.8,-2.0,0.7
CC1CC(C)(C)CC2(C1)NC(=O)N(CC(=O)Nc1cc([N+](=O)[O-])ccc1F)C2=O (stereo not given),-3,0.5,-5,0.1,-1.7,-2,-0.5,-3,-1.0,2.6,-0.5
CN(Cc1cccc(F)c1)C(=O)c1ccc(S(=O)(=O)N2CCOCC2)cc1,-3,0.3,-9,1.2,-1.4,-5,1.2,12,-2.8,-1.4,-2.0
CN(Cc1nc2c(s1)CCCC2)C(=O)CCc1nnc(-c2ccccc2)o1,2,.,4,2.9,0.0,3,-1.9,-1,0.6,4.4,0.2
CCc1nc(NC(C)C)c2oc3ccccc3c2n1,-5,-0.4,-2,1.1,-1.6,2,1.1,5,-0.5,0.3,-0.7
Nc1nonc1-n1nnc(C(=O)N/N=C\c2ccncc2)c1CN1CCCCC1,1,0.4,-6,-2.6,-0.8,-3,-2.4,6,2.3,-2.5,0.6
Cc1cc(-c2ccc(Cl)s2)n[nH]1,1,2.4,4,2.9,-0.8,1,-1.3,10,0.7,3.1,0.0
CCCCCCn1c(CN2CCN(C)CC2)nc2c1c(=O)n(C)c(=O)n2C,-2,1.9,3,1.7,-0.4,0,-1.5,-2,-1.0,-1.9,0.9
CCCCn1c(N)c(N(CCOC)C(=O)c2ccc3c(c2)C(=O)N(c2ccccc2C)C3=O)c(=O)[nH]c1=O,4,-1.0,-6,-0.8,-0.8,-1,0.2,0,0.8,-0.9,1.5
CCOc1cc(N2CCOCC2)c(OCC)cc1NC(=O)C(NC(=O)c1c(F)cccc1F)C(C)C (stereo not given),2,0.3,-11,0.1,-0.8,-1,-0.6,13,-0.4,-0.9,-1.3
COc1cc(C(=O)O/N=C2\CCCc3c2ccc(OC)c3[N+](=O)[O-])cc(OC)c1OC,-2,0.5,3,-0.5,-1.2,2,-2.8,1,-1.5,-1.5,-0.6
C=CCN(C)CC/C=C1\c2ccccc2CSc2ccccc21,7,2.1,-1,-1.0,-1.3,-5,0.7,0,-1.4,-2.8,1.1
Cc1cc(C)c(NC(=O)CN(C)C(=O)CCC(=O)c2ccc(C)s2)c(C)c1,3,-0.1,-10,-0.5,-1.2,-4,0.5,10,4.5,0.8,2.4
Cc1c(Cc2ccccc2)c(=O)oc2cc(OC(C)C(=O)NCC3CCC(C(=O)O)CC3)c(Cl)cc12 (stereo not given),2,4.6*,-14,0.0,-1.7,1,-2.7,-8,-2.0,-0.4,0.2
COc1ccc(-n2c(-c3ccc(Cl)cc3)c[nH]c2=S)cc1,7,1.2,-4,-0.3,-1.2,-3,0.9,22*,-1.1,-1.6,-0.5
CN(CCCNC(=O)CCC(=O)N1CCOc2ccc(Cl)cc21)Cc1ccccc1,-8,2.3,9,-2.2,-1.4,-2,1.8,-7,0.6,-1.1,1.9
O=C(NCc1cccnc1)/C(=C\c1ccc(-c2cccc(Cl)c2)o1)S(=O)(=O)c1ccccc1,1,-5.1,4,-14,-2.8,-2,-0.3,-12,-5.3,-6.9,-4.2
COc1ccc(-n2nc([N+](=O)[O-])c(=NCCc3ccc(OC)c(OC)c3)n2O)cc1,5,-2.3,7,1.4,-2.3,2,-0.7,3,-3.4,-3.1,-2.3
CCn1cnc2cc(NC(=O)c3cccs3)ccc21,5,1.2,-8,4.9,-0.6,-3,-0.7,9,2.8,7.0,3.9*
O=C1C(Cc2c[nH]c3ccccc23)NC(=S)N1Cc1ccccc1 (stereo not given),1,.,1,-0.1,-0.7,0,-1.1,-79,-0.6,-0.1,0.1
CCOC(=O)CN1C(=O)CSc2ccccc21,-4,-1.1,4,4.4,-1.3,0,2.5,4,-1.0,-0.8,0.2
COc1ccc(CCNC(=O)COc2cccc(-n3cnnn3)c2)cc1,4,0.9,5,1.7,-1.2,-1,-0.6,-3,0.2,-0.1,-0.2
S=c1[nH]nc(-c2cccc(Br)c2)o1,-6,1.0,-34,-0.5,-1.2,-2,27*,2,-1.7,-1.1,-0.4
COc1ccc(N2CCN(C(=O)CNC(=O)c3ccc(C(C)(C)C)cc3)CC2)cc1,0,-0.8,3,1.1,-1.5,-1,-1.4,-6,-2.4,-2.0,-1.5
Nc1ncnc2c1ncn2[C@@H]1O[C@H](CNC(=O)[C@@H]2CCCN2S(=O)(=O)c2ccc(F)cc2)[C@@H](O)[C@H]1O,-2,-0.5,3,0.1,-1.6,-1,-0.1,-5,-0.1,-1.0,-2.0
Cc1cc(OC(C)C(=O)NC(Cc2c[nH]c3ccc(O)cc23)C(=O)O)c2c(C)cc(=O)oc2c1 (stereo not given),0,-0.2,-38,-0.6,-1.0,1,-2.2,-4,0.2,-0.9,0.8
COc1ccc(OC)c(/C=C/c2[nH]c(=O)[nH]c(=O)c2[N+](=O)[O-])c1,3,-0.8,-20,1.9,-0.7,-3,0.5,0,-0.4,-2.5,-0.2
CCOc1c(N2CCCCC2)c(=O)c1=O,-2,0.6,4,0.8,-1.1,-1,-0.8,2,-0.1,-2.2,0.1
Cc1ccc(NS(=O)(=O)c2cc(C(=O)N3CCN(C)CC3)ccc2C)cc1,1,2.9,3,-1.7,-0.8,0,-0.5,-6,-1.3,1.5,0.3
CCOc1ccc(CN(C)C(C)C(=O)Nc2ccc([N+](=O)[O-])cc2Cl)cc1OC (stereo not given),7,-0.3,3,0.9,-1.2,-2,-1.6,-1,-1.9,0.2,0.0
CN(C)c1ccc(C(=O)OCC(=O)c2ccc[nH]2)cc1,4,0.5,-2,3.0,0.2,4,-2.1,1,3.9,15*,0.2

# Shown field by field: entries from further up.
SMILES: CCOc1c(N2CCCCC2)c(=O)c1=O
  NR1D1 modulator: -2; DAX1 inh-1: 0.6; PLC-beta3 inh: 4; FXN GAA850 act: 0.8; ssDAF12 agonist: -1.1; SMARCA2 act: -1; PG9 Ab binder: -0.8; HGIII-sPLA2 inh: 2; hcDAF-12 act: -0.1; hgDAF12 agonist: -2.2; DAX1 inh-2: 0.1
SMILES: Cc1ccc(NS(=O)(=O)c2cc(C(=O)N3CCN(C)CC3)ccc2C)cc1
  NR1D1 modulator: 1; DAX1 inh-1: 2.9; PLC-beta3 inh: 3; FXN GAA850 act: -1.7; ssDAF12 agonist: -0.8; SMARCA2 act: 0; PG9 Ab binder: -0.5; HGIII-sPLA2 inh: -6; hcDAF-12 act: -1.3; hgDAF12 agonist: 1.5; DAX1 inh-2: 0.3
SMILES: CCOc1ccc(CN(C)C(C)C(=O)Nc2ccc([N+](=O)[O-])cc2Cl)cc1OC (stereo not given)
  NR1D1 modulator: 7; DAX1 inh-1: -0.3; PLC-beta3 inh: 3; FXN GAA850 act: 0.9; ssDAF12 agonist: -1.2; SMARCA2 act: -2; PG9 Ab binder: -1.6; HGIII-sPLA2 inh: -1; hcDAF-12 act: -1.9; hgDAF12 agonist: 0.2; DAX1 inh-2: 0.0
SMILES: CN(C)c1ccc(C(=O)OCC(=O)c2ccc[nH]2)cc1
  NR1D1 modulator: 4; DAX1 inh-1: 0.5; PLC-beta3 inh: -2; FXN GAA850 act: 3.0; ssDAF12 agonist: 0.2; SMARCA2 act: 4; PG9 Ab binder: -2.1; HGIII-sPLA2 inh: 1; hcDAF-12 act: 3.9; hgDAF12 agonist: 15*; DAX1 inh-2: 0.2
